ULK1 inh – inhibitors of human ULK1 kinase; AlphaScreen Atg13 phosphorylation by ULK1, luminescence; AID 1259251; actives 1.9% (n = 30,000); inhibition, % at 5.96 µM; O75385; in the data active means inhibition above about 43%;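 further: 0% = median of compound wells and 100% = no enzyme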
Target sequence (O75385 whole entry, looked up): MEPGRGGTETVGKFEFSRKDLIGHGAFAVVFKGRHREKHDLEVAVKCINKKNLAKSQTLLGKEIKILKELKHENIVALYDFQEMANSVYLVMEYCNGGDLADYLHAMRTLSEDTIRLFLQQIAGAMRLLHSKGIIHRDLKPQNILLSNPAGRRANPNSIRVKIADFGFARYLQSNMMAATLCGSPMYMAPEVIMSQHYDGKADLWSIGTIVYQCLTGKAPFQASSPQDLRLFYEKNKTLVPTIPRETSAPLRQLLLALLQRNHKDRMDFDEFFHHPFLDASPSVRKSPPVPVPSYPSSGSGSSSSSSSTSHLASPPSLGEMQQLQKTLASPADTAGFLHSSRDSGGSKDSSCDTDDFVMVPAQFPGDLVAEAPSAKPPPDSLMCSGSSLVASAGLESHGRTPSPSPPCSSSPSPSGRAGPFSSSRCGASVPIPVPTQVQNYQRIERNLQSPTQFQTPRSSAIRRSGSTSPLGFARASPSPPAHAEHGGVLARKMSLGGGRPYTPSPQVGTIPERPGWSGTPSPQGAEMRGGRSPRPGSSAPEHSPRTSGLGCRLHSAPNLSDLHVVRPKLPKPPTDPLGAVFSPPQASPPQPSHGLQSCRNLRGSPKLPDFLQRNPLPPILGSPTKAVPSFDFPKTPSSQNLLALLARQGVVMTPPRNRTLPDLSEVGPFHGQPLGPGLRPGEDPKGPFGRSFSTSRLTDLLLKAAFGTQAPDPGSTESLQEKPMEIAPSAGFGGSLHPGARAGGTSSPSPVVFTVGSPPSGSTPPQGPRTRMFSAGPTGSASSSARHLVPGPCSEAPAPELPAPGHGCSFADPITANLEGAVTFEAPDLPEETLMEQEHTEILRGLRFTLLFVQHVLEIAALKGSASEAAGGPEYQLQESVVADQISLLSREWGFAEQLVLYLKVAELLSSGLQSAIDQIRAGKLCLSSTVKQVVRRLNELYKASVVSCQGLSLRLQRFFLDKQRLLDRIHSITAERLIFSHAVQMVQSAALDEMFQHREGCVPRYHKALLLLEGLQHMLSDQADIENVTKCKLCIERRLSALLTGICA
ASK1 primary – human ASK1 kinase inhibition, primary screen; Q99683; AlphaScreen MKK6 phosphorylation by ASK1, luminescence; inhibition, % at 7.44 µM; actives 0.99% (n = 22,000); in the data active means inhibition above about 35%;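 further: 0% = median of compound wells and 100% = no enzyme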
Numbers without * were called inactive; / = not tested or not shown; & = joins results of further samples.

SMILES	ULK1 inh	ASK1 primary
CC(=O)Nc1ccc(NC(=O)c2cccc(N3CCOCC3)c2)cc1	6	-24
CC(=O)Nc1ccc(NC(=O)c2ccc(-c3ccc(C(=O)N4CCN(C)CC4)cc3)s2)cc1	-3	-14
c1ccc(CNc2ncnc3nc(Nc4cnccn4)[nH]c23)cc1	7	-3
CC1CC(C)CN(C(=S)Nc2ccccc2)C1 (centres undefined)	-4	/
O=C1CCCN1CCn1cnc2c(NC3CCN(Cc4ccccc4)CC3)nc(NCc3ccc4c(c3)OCO4)nc21	-5	9
O=C(Nc1ccc(N2CCOCC2)cc1)c1cccc(-n2ncc3ccc(-c4ncn[nH]4)cc32)c1	-15	21
C=CCN1CCN(c2c(Cl)cccc2NC(=O)c2cccc(Nc3ncccn3)n2)CC1	-4	-6
O=C(NCCO)c1cncc(-c2csc3ccccc23)c1	1	-5
N#Cc1ccc2c(c1)CC(c1nc3ccc(-c4ccnc(N)n4)cc3[nH]1)CO2 (centres undefined)	8	8
CCCNC(=O)C1CCN(c2ccc(NCc3cccnc3)nn2)CC1	1	-1
CCN(CC)C(=O)C1CCCN(c2ncc(C)c(NCCN3CCOCC3)n2)C1 (centres undefined)	11	1
NC(=O)c1ccc2[nH]nc(-c3cccc(OCCN4CCCCC4)c3)c2c1	61*	6
CN1CCN(c2ccc(-c3cccc(C(=O)NCCOc4ccccc4)c3)cc2)CC1	0	-3
CC(C)n1cnc2c(Nc3ccc(N4CCOCC4)cc3)nc(-c3cccc(N)c3)nc21	26	4
CC(C)n1cnc2c(NCc3ccccc3)nc(NCCN3CCOCC3)nc21	-7	-20
O=C(NCc1ccccc1)C1CCN(c2ccc(Nc3ccncn3)nn2)CC1	1	-2
CCN(CC)C(=O)C1CCCN(c2cc(C(=O)NC3CC3)c3ccccc3n2)C1 (centres undefined)	26	2
O=C(O)c1ccc(Nc2ccc3[nH]ncc3c2)nc1	-6	3
COCCNc1cc(-c2cccnc2)nc(-c2ccncc2)n1	6	/
CCCNc1nc(NCc2cccnc2)nc2nc[nH]c12	-19	21
c1ccc(CNc2ccnc(Nc3cccnc3)n2)cc1	3	-9
CCCCCCCCn1c(SCC(N)=O)nc2c1c(=O)[nH]c(=O)n2C	-3	/
COc1ccc(CCNc2nc(-c3ccc(OC)cc3)nc3c2ncn3-c2ccccc2)cc1	2	-1
COc1ccc(CCNc2nc(-c3c(C)nn(C)c3C)nc3c2ncn3CCN2CCCC2=O)cc1	-4	4
COc1ccc(CCNC(=O)c2cccc(-c3cccs3)n2)cc1	-2	-4
COc1ccc(-c2nc(NCCO)c3ncn(Cc4ccc(C(F)(F)F)cc4)c3n2)cc1	-38	1
COc1cc(Nc2cc(C)nc(-c3ccccc3)n2)cc(OC)c1OC	3	9
Cc1cc(NC2CCN(Cc3ccccc3)CC2)nc(Nc2cccc(N(C)C)c2)n1	21	50*
O=C(NCCN1CCOCC1)c1ccc2nc(N3CCOCC3)sc2c1	-8	-4
CC(=O)N[C@H]1C(O)O[C@H](CO)[C@@H](O)[C@@H]1O (some centres undefined)	5	/
CC(C)n1cnc2c(Nc3ccc4c(c3)OCO4)nc(Nc3ccc4ncccc4c3)nc21	36	24
COc1ccc(-c2nc(Nc3ccc(NC(C)=O)cc3)c3ncn(Cc4ccc(C(F)(F)F)cc4)c3n2)cc1	-33	9
O=C1CCCN1CCn1cnc2c(NCCOc3ccccc3)nc(NCc3ccc4c(c3)OCO4)nc21	-26	-6
COc1cc(NC(=O)c2ccc3nc(-c4cccc(N)c4)sc3c2)cc(OC)c1OC	-22	-6
COc1cc(Nc2cc(NCCCN3CCCC3=O)nc(N)n2)cc(OC)c1OC	-35&4	-2&-2
NC1C2CN(c3nc4c(cc3F)c(=O)c(C(=O)O)cn4-c3ccc(F)cc3F)CC12 (centres undefined)	2	/
CC(C)NC(=O)c1cccc(NC(=O)Nc2ccc(-c3cn[nH]c3)cc2OCCN(C)C)c1	-21	-5
CC(C)n1cnc2c(Nc3ccccc3)nc(NC3CCC(O)CC3)nc21 (centres undefined)	56*	2
O=C1CCCN1CCn1cnc2c(NCc3cccnc3)nc(Cl)nc21	2	-1
COc1cc2nc(-c3c(C)nn(C)c3C)nc(Nc3cc(OC)c(OC)c(OC)c3)c2cc1OC	-5	12

ULK1 inh, what is marked active above
SMILES	ULK1 inh	ASK1 primary
NC(=O)c1ccc2[nH]nc(-c3cccc(OCCN4CCCCC4)c3)c2c1	61*	6
CC(C)n1cnc2c(Nc3ccccc3)nc(NC3CCC(O)CC3)nc21 (centres undefined)	56*	2

Later entries.
SMILES	ULK1 inh	ASK1 primary
O=C1COc2ccc(-c3ccncc3)cc2N1	-5	-27
COc1cccc(CNC(=O)c2cc3ccc(-c4cn[nH]c4)cc3n2CCCO)c1	-18	7
Cc1ccc(/C=C(\C#N)C(=O)Nc2ccc(S(N)(=O)=O)cc2)cc1	-11	/
NC(=O)c1cccc(CNc2nccc(-c3ccccc3)n2)c1	-4	18
CC(C)N(CCNC(=O)c1cncc(-c2cccc(N)c2)c1)C(C)C	-12	-5
OCC1CCCN1c1nc(NCCc2ccc(O)cc2)c2ncn(Cc3ccc(C(F)(F)F)cc3)c2n1 (centres undefined)	-34	4
COc1nc(Nc2cc(OC)c(OC)c(OC)c2)nc(-c2csc3ccccc23)n1	-3	6
FC(F)(F)c1cccc(CNc2nc(Nc3ccc(-n4ccnc4)cc3)nc3c2ncn3-c2ccsc2)c1	-15	11
O=C(Cc1cn(-c2ccc(Nc3nccc4ccccc34)nn2)c2ccccc12)NCCCN1CCCC1=O	19	-4
O=C(c1cnccc1Nc1ccc2[nH]ncc2c1)N1CCC(O)CC1	-4	-30
Cn1cc(-c2cc(Nc3ccc(-n4cnc(-c5ccncc5)n4)cc3)ncc2Cl)cn1	-1	-28
c1ccc(CNc2nc(Nc3ccc4ncccc4c3)nc3c2ncn3-c2ccccc2)cc1	-12	3
Cc1cc(NCCc2ccc(O)cc2)nc(-c2ccccc2)n1	-42	6
COc1ccc(CCNC(=O)c2cccc(Nc3cnccn3)n2)cc1	3	7
COc1ccc(C(N)C(=O)N2CCN(C(=O)c3ccc4[nH]ncc4c3)CC2)cc1 (centres undefined)	-3	-24
COc1ccc(CCNC(=O)c2cncc(-c3ccc(N4CCN(C)CC4)cc3)c2)cc1	-8	9
CC[C@H](C(=O)NCc1nc(-c2ccncc2)n[nH]1)c1ccccc1	-1	6
COc1cc(N)c(Cl)cc1C(=O)NC1CCN(Cc2ccccc2)CC1	11	/
O=C(Nc1ccc(N2CCOCC2)cc1)c1cccc(-n2ncc3c2CCNC3)c1	-3	1
Cc1noc(C)c1-c1ccc(C(=O)NCCO)s1	-8	-8
COc1ccc(-c2nc(NCCc3ccc(O)cc3)c3ncn(-c4ccccc4)c3n2)cn1	-61	5
Cc1noc(C)c1-c1cncc(C(=O)NCCCN2CCCC2=O)c1	-3	-4
CC(=O)c1cccc(-c2ccc(C(N)=O)s2)c1	-13	6
O=C(O)C1(S(=O)(=O)c2ccc(Cl)cc2)CC1	2	/
O=C(Nc1ccccc1)c1cccc(Nc2ccncn2)c1	-4	-8
CC1(C)Cc2cccc(OCc3ccc(C(=O)NCc4ccco4)cc3)c2O1	-5	/
CS(=O)(=O)Nc1ccc(-c2cnc3cccc(-c4ccncc4)c3c2)cc1	5	-5
Nc1cccc(-c2ncc(C(=O)NCCO)s2)c1	3	-10
CS(=O)(=O)N(CC(=O)Nc1ccc(C(N)=O)cc1)c1ccc(Oc2ccccc2)cc1	-22	/
Nc1cccc(-c2cncc(C(=O)NCCc3ccc(O)cc3)c2)c1	-2	-24
O=C(Cc1cn(-c2ccc(N3CCC(N4CCOCC4)CC3)nn2)c2ccccc12)NCCCN1CCCC1=O	8	-20
C=C(C)CN1CCN(c2c(Cl)cccc2NC(=O)c2ccc(Br)o2)CC1	12	-5
COc1cc2nc(-c3ccc(N4CCOCC4)nc3)nc(Nc3ccc(NC(C)=O)cc3)c2cc1OC	-13	30
COc1cc(NC(=O)c2cccc(-n3cc(NC(=O)C4CCc5ccccc54)cn3)c2)ccc1N1CCOCC1 (centres undefined)	-12	13
OCCNc1nc(Nc2ccc(C(F)(F)F)cc2)nc2c1ncn2-c1ccsc1	-27	1
CC1C(=O)Nc2cc(S(C)(=O)=O)ccc2N1C(=O)c1ccccc1 (centres undefined)	10	/
c1ccc(Nc2nc(N3CCc4ccccc4C3)nc3c2ncn3-c2ccccc2)cc1	5	6
CC(C)n1cnc2c(NCc3cccnc3)nc(N3CCc4ccccc4C3)nc21	16	10
CN1CCN(C(=O)c2ccc(-c3cncc(C(=O)NCc4ccccc4)c3)cc2)CC1	2	-19
O=C(NC1CCN(C(=O)[C@H](O)COc2ccc(Br)cc2)CC1)c1ccncc1	-2	-7
NC(=O)c1csc(C2OC(CO)C(O)C2O)n1 (centres undefined)	8	/
CC(C)n1c(N2CCOCC2)nc2c(NCCCN3CCCC3=O)ncnc21	-1	1
COc1cc(NC(=O)c2ccc3nc(-c4ccc(N5CCOCC5)nc4)sc3c2)cc(OC)c1OC	-8	13
Cc1cc(Nc2ccc(N3CCOCC3)cc2)nc(Nc2nccc3ccccc23)n1	4	20
c1cc(CN2CCCNCCNCCCNCC2)ccc1CN1CCCNCCNCCCNCC1	-1	/
CC(C)N(CCNc1ncnc2c1nc(N1CCOCC1)n2C(C)C)C(C)C	-3	-16
Oc1ccc(CCNc2cc(NCc3cccnc3)ncn2)cc1	1	-23
Cc1cnc(N2CCOCC2)nc1NCCCN1CCCC1=O	9	2
CN(C)CCCNC(=O)c1ccc2c(c1)CC(c1nc3ccc(-c4ccnc(N)n4)cc3[nH]1)CO2 (centres undefined)	2	12
CCCNc1nc(-c2c(C)noc2C)nc2c1ncn2-c1ccsc1	-5	-16
(more compounds)
SMILES	ULK1 inh	ASK1 primary
Cn1c(NCc2ccc(N)cc2)nc(-c2ccncc2)c(-c2ccc3ccccc3c2)c1=O	-11	-15
Fc1ccccc1-c1cc(N2CCCCC2)nc(-c2ccncc2)n1	1	/
O=C(NCCN1CCCCC1)/C(=N\O)c1ccccn1	-19	/
CC(=O)c1cccc(-c2nc(NCc3ccccc3)c3ncn(C4CCCCC4)c3n2)c1	-8	3
COc1cccc(OCc2nc3cc(-c4cn[nH]c4)ccc3c(=O)[nH]2)c1	2	25
CCN(CC)c1nc(NCc2cccc(C(F)(F)F)c2)nc(Nc2ccc(N3CCOCC3)cc2)n1	-19	20
CCN(CC)c1nc(NCCc2ccc(OC)cc2)nc(Nc2ccc(C(F)(F)F)cc2)n1	-5	-6
COc1cc(NC(=O)c2cnc(Nc3ncccn3)s2)cc(OC)c1OC	17	9
c1ccc(OCCNc2nc(Nc3ccncn3)nc3c2ncn3-c2ccccc2)cc1	-11	-14
O=C1CCCN1CCn1cnc2c(NCCc3ccc(O)cc3)nc(N3CCN(Cc4ccc5c(c4)OCO5)CC3)nc21	-19	12
CC(=O)Nc1ccc(Nc2nc(-c3c(C)noc3C)nc3c2ncn3Cc2ccc(C(F)(F)F)cc2)cc1	-38	22
O=C1NC(=O)/C(=C\c2cc(Br)cc(Cl)c2O)S1	44*	/
CC(C)N(CCNc1ccnc(NC2CCN(Cc3ccccc3)CC2)n1)C(C)C	-6	-12
Cc1cnc(Nc2cnccn2)nc1NCc1nc2ccccc2[nH]1	6	2
c1ccc(-c2nc(NCc3nc4ccccc4[nH]3)c3ncn(-c4ccccc4)c3n2)cc1	-20	-1
CCN(CC)CCN(CC)CC(=O)Nc1ccccc1Cl	1	/
COc1ccc2c(c1)CC(C(=O)Nc1ccc(-c3cn[nH]c3N)cc1)NC2 (centres undefined)	3	1
NC(=O)c1ccc(-c2cccc(C(=O)NCc3ccccc3)c2)cc1	-12	2

Among those listed so far, 17 have an NH in an aromatic ring:
SMILES	ULK1 inh	ASK1 primary
c1ccc(CNc2ncnc3nc(Nc4cnccn4)[nH]c23)cc1	7	-3
O=C(Nc1ccc(N2CCOCC2)cc1)c1cccc(-n2ncc3ccc(-c4ncn[nH]4)cc32)c1	-15	21
N#Cc1ccc2c(c1)CC(c1nc3ccc(-c4ccnc(N)n4)cc3[nH]1)CO2 (centres undefined)	8	8
NC(=O)c1ccc2[nH]nc(-c3cccc(OCCN4CCCCC4)c3)c2c1	61*	6
O=C(O)c1ccc(Nc2ccc3[nH]ncc3c2)nc1	-6	3
CCCNc1nc(NCc2cccnc2)nc2nc[nH]c12	-19	21
CCCCCCCCn1c(SCC(N)=O)nc2c1c(=O)[nH]c(=O)n2C	-3	/
CC(C)NC(=O)c1cccc(NC(=O)Nc2ccc(-c3cn[nH]c3)cc2OCCN(C)C)c1	-21	-5
COc1cccc(CNC(=O)c2cc3ccc(-c4cn[nH]c4)cc3n2CCCO)c1	-18	7
O=C(c1cnccc1Nc1ccc2[nH]ncc2c1)N1CCC(O)CC1	-4	-30
COc1ccc(C(N)C(=O)N2CCN(C(=O)c3ccc4[nH]ncc4c3)CC2)cc1 (centres undefined)	-3	-24
CC[C@H](C(=O)NCc1nc(-c2ccncc2)n[nH]1)c1ccccc1	-1	6
CN(C)CCCNC(=O)c1ccc2c(c1)CC(c1nc3ccc(-c4ccnc(N)n4)cc3[nH]1)CO2 (centres undefined)	2	12
COc1cccc(OCc2nc3cc(-c4cn[nH]c4)ccc3c(=O)[nH]2)c1	2	25
Cc1cnc(Nc2cnccn2)nc1NCc1nc2ccccc2[nH]1	6	2
c1ccc(-c2nc(NCc3nc4ccccc4[nH]3)c3ncn(-c4ccccc4)c3n2)cc1	-20	-1
COc1ccc2c(c1)CC(C(=O)Nc1ccc(-c3cn[nH]c3N)cc1)NC2 (centres undefined)	3	1
